Assay outcomes from PubChem BioAssay.
aSyn yeast inh – rescues yeast growth from alpha-synuclein toxicity | Yeast expressing alpha-synuclein, growth rescue, BacTiter-Glo, 24 h | Potency, µM (highest dose often 46.1 µM), without a hit: at the highest dose growth rescue (activation), actives largely listed as activators | hit rate 0.14% among 370,000; further: % of control where 0% means no effect; nearly all actives have a fitted effect of over 65% in size
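Rescue of yeast growth: cells expressing toxic alpha-synuclein, induced in galactose at OD600 0.02, incubated with compound 24 h at 30 C. ATP luminescence quantified growth; inhibitors of toxicity appear as activators.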
EPAC2 antagonist – antagonists of human EPAC2; Q8WZA2; EPAC2 GEF exchange of Rap1B-BODIPY-GDP, fluorescence; Potency, µM (titrated, usually from 114 µM), without a hit: at the highest dose activity, negative = inhibition, usual class: inhibitors; hit rate 0.18% among 360,000; AID 720708; further: on the % scale 0 is the no-effect control and ±100 the full control effect; nearly all actives have a fitted effect of over 45% in size; many of its hits are not listed in these tables
PTHR1 ag – PTHR1 (human) receptor agonism. HEK293 GP2 PTHR1 cells, GloSensor cAMP luminescence, 1 h. hit rate 0.075% among 410,000. Q03431. Potency, µM (doses to about 115 µM), for the others: at the highest dose activation, hits mostly activators. AID 743266; further: nearly all actives have a fitted effect of over 55% in size; some results filed as inactive show a strong effect at the top dose; inactives centre near -15; many of its hits are not listed in these tables
Target sequence (Q03431 whole entry, looked up): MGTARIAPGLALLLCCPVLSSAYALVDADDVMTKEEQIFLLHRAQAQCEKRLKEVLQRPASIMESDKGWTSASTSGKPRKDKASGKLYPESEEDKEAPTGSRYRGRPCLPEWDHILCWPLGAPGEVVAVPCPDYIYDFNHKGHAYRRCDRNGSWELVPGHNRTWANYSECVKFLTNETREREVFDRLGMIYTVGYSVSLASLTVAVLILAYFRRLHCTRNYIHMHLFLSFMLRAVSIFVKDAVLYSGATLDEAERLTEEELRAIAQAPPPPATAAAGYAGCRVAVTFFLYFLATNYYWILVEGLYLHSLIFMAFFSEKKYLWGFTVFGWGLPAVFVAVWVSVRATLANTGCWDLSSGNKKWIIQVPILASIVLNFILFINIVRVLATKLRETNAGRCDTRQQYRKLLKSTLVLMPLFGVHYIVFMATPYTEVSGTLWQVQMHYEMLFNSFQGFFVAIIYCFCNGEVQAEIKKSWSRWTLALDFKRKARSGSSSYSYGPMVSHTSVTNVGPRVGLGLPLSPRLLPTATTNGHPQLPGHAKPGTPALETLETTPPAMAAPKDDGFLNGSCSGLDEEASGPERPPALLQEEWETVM
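HEK-293-derived GP2 cells expressing PTHR1 and a GloSensor cAMP reporter, 3,000/well, plated overnight, given luciferin plus IBMX (each 0.5 mM as added) for 1 h at 37 °C, then compound for 1 h at 37 °C. Luminescence was read after 15 min at room temperature.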
TDP-43 yeast inh – TDP-43 toxicity inhibition in yeast; Potency, µM (top dose mostly 46.1 µM), for the others: top-dose growth rescue (activation), actives largely listed as activators; AID 652104; TDP-43 expressing yeast growth rescue, BacTiter-Glo, 24 h; hit rate 1.8% among 410,000; further: % of control where 0% means no effect; nearly all actives have a fitted effect of over 50% in size
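Yeast cells expressing TDP-43 under galactose induction are exposed to compounds for 24 hr at 30 deg C. BacTiter-Glo luminescence measures growth, so protective compounds score as activators.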
EPAC1 ag – activates human EPAC1 exchange factor. hit rate 0.073% among 360,000. EPAC1 agonist qHTS, biochemical assay; response scale: 100% = response to 6.5 mM cAMP. Potency, µM (titrated, usually from 154 µM), without a hit: at the highest dose activation, actives largely listed as activators. O95398. AID 720707; further: nearly all actives have a fitted effect of over 60% in size
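EPAC1 100 nM, Rap1B–BODIPY-GDP 250 nM, unlabeled GDP 50 uM; compound titration; 5 min RT; kinetic read ex480/em540 at 5-min intervals ×30 min; data normalized to 6.5 mM cAMP agonist control.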
FUS yeast rescue – suppressors of FUS proteinopathy in yeast; S. cerevisiae FUS-expressing, growth rescue, OD600, 24 h; hit rate 0.24% among 390,000; Potency, µM (doses to about 76.6 µM), without a hit: at the highest dose growth rescue (activation), actives largely listed as activators; AID 1347120;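 further: plate controls were DMSO vehicle for no effect and reference control for full effect; nearly all actives have a fitted effect of over 55% in size; some results filed as inactive show a strong effect at the top dose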
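Steps: raffinose overnight preculture; dilution to OD 0.005 in 2% galactose minimal medium; compound addition (concentration series); 24hr at 30C, 99% humidity; absorbance read at 600 nm.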
EPAC1 antagonist – EPAC1 (human) antagonism; O95398; EPAC1 GEF assay, Rap1b-BODIPY-GDP exchange fluorescence; Potency, µM (top dose mostly 115 µM), for the others: top-dose activity change, negative = inhibition, hits mostly inhibitors; hit rate 0.14% among 360,000; AID 720709;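 further: plate controls were vehicle for no effect and positive control for full effect; nearly all actives have a fitted effect of over 50% in size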
EPAC2 agonist – activates human EPAC2 exchange factor; Q8WZA2; EPAC2 activation, biochemical qHTS; response scale: 100% = 6.5 mM cAMP response; Potency, µM (highest dose often 154 µM), for the others: at the highest dose activation, hits mostly activators; hit rate 0.079% among 360,000; AID 720711; further: nearly all actives have a fitted effect of over 50% in size
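Fluorescence exchange assay: 100 nM EPAC2 with 250 nM RAP1B-BODIPY-GDP and 50 uM GDP; compounds tested as a concentration-titration series (qHTS). Loss of Rap1-bound BODIPY-GDP fluorescence read at 480/540 nm; data normalized to 6.5 mM cAMP.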
Active calls of the source: *; i = inactive; ? = inconclusive; nt = no result given; [ ] = remark or other dose. The call rests on the fitted dose curve; in most records, active means well fitted curve in the direction sought with a large enough effect; inconclusive means small, poorly fitted or top-dose-only effect, or another doubt; inactive means no such curve, though single readings can be large; an effect the other way counts as inactive or inconclusive. Potency means the concentration at half of the fitted maximal effect.

SMILES	aSyn yeast inh	EPAC2 antagonist	PTHR1 ag	TDP-43 yeast inh	EPAC1 ag	FUS yeast rescue	EPAC1 antagonist	EPAC2 agonist
CCOC(=O)C1=C(C)NC(=O)NC1c1ccsc1 (centres undefined)	0%	8%	-11%[57.5 µM]	9%	0%	-4%	-13%	1%
N#Cc1ccsc1NC(=O)COC(=O)C1=NNC(=O)CC1	-2%	4%	-7%	3%	-4%	?	?	4%
COC(=O)c1ccc2c(=O)n(CCN3CCOCC3)c(SCC(=O)Nc3ccccc3Cl)nc2c1	8%	15%	-4%	0%	4%	-22%	-6%	2%
O=C(CSc1nnc(NC(=O)c2ccccc2)s1)NCC1CCCO1 (centres undefined)	-1%	13%	-11%	-1%	0%	nt	4%	-3%
CCOc1ccccc1NC(=O)C(OC(=O)c1ccccc1NS(=O)(=O)c1cccs1)c1ccccc1 (centres undefined)	0%	-11%	-16%	-37%[inhibitor]	0%	nt	-11%	7%
CCOC(=O)C1=C(C)NC(C)=C(C(=O)OCC)C1c1cn(-c2ccccc2)nc1-c1ccco1	-2%	-4%	i	12%	5%	12%	-6%	-22%
COc1ccccc1CN1CCNC(=O)C1CC(=O)N(C)C1CCOCC1 (centres undefined)	?	-4%	-6%	4%	-4%	-2%	15%	-6%
Cc1ccc(S(=O)(=O)NCC(=O)NCC2CCCCC2)cc1C	7%	-4%	-8%	0%	-7%	-5%	-2%	3%
Cc1cc2cccc(C)c2nc1SCC(=O)N(C)c1nc(-c2ccccc2)cs1	0%	11%	i	-23%	7%	4%	12%	-7%
COCCN(CC(=O)Nc1cccc(C)c1C)C(=O)Cn1cnc2ccccc2c1=O	1%	14%	i	9%	-1%	-25%	5%	5%
COCCCn1c(=N)c(C(=O)NCC2CCCO2)cc2c(=O)n3cccc(C)c3nc21 (centres undefined)	-6%	-7%	-4%	-8%	2%	nt	-11%	3%
CC(C)(C)c1ccc(C(=O)NNc2ncccc2-n2cccc2)cc1	15%	-29%	-21%	?	-1%	16%	-27%	-5%
Cc1ccc(Cl)cc1N1CCN(C(=O)C(=O)N2CCCCC2)CC1	4%	2%	-19%	9%	12%	14%	-4%	12%
Cc1nc(NCc2ccco2)nc2c1C(=O)CC(C)C2 (centres undefined)	-3%	-6%	i	?	-2%	-11%	-10%	10%
COc1cc(OC)cc(-c2c(-c3cccs3)c3cc(-c4ccc5[nH]ccc5c4)ccc3n2C)c1	-1%	-2%	-10%	19%	-4%	26%	-13%	3%
Clc1ccc(C2[C@H]3CN(CC4CCCCC4)[C@H](c4ccccc4)C34CC2(c2cccnc2)C4)cn1 (some centres undefined)	-3%	3%	-2%	10%	-2%	-4%	-8%	10%
CCN(c1ccccc1)S(=O)(=O)c1cc2c(cc1C)N(C)CCO2	2%	-29%	i	17%	4%	4%	-12%	6%
O=C(CN1C(=O)c2ccccc2C1=O)Nc1ccccc1F	-1%	9%	-2%	0%	8%	-3%	0%	1%
COCOc1cc(O)c(C(=O)/C=C/c2ccc(OCOC)c(OCOC)c2)c(OCOC)c1	6%	-11%	-54%[inhibitor]	22%	-4%	23%	-1%	5%
CCCCn1c(N)c(N(CC(C)C)C(=O)c2cccc(S(=O)(=O)N3CCCCC3)c2)c(=O)[nH]c1=O	-1%	0%	i	-6%	1%	?	-3%	-4%
CCn1c(SCC(=O)NCc2cccs2)nc2c1c(=O)n(C)c(=O)n2C	2%	5%	i	-19%	-3%	17%	10%	-2%
C#CCOCCOCCOCCNc1nc(N2CCOCC2)nc(N2CCN(C(=O)CCCCCCCCCCNC(=O)[C@H](CO)n3cc(CCCCCN)nn3)CC2)n1	-2%	8%	-17%	-23%	-22%	15%	2%	3%
Cc1cc(C)cc(Cn2c3ccc(NC(=O)NCc4ccccc4)cc3c(=O)n2C)c1	-1%	-8%	-3%	14%	3%	6%	1%	1%
COc1ccccc1C(=O)Nc1cccc2c1CCCC2	-5%	-2%	i	?	-1%	5%	3%	3%
COc1cccc(S(=O)(=O)N(C)C[C@@H]2OCc3cn(nn3)CCCC(=O)N([C@H](C)CO)C[C@H]2C)c1	4%	5%	-20%	-6%	19%	-18%	-9%	15%
CCN(CC)CCN1C(=O)C(=O)/C(=C(/O)c2ccc(S(=O)(=O)N3CCOCC3)cc2)C1c1ccc(C)cc1 (centres undefined)	1%	-10%	i	-11%	6%	-20%	-2%	-3%
Cc1ccc(S(=O)(=O)N2CCC(C(=O)NC3CC(C)(C)NC(C)(C)C3)CC2)cc1C	-1%	5%	-3%	9%	5%	nt	17%	1%
CN(c1ccccc1)c1ccc(/C=C/[N+](=O)[O-])cc1	-72%[inhibitor]	-7%	-29%	-92%[inhibitor]	0%	-2%	?	8%
Nc1cccc(S(=O)(=O)c2cccc(N)c2)c1	0%	7%	-9%	-6%	-1%	14%	7%	-8%
O=C(COc1ccccc1)N1CCN=C1SCc1ccccc1	1%	0%	i	6%	-1%	-12%	-11%	9%
COc1ccccc1NC(=O)C1CC(C)OC1=O (centres undefined)	-2%	-14%	-3%	-8%	12%	2%	5%	11%
O=C(CSc1nnc(COc2ccccc2)o1)N1CCCC1	7%	9%	i	-8%	7%	14%	18%	6%
Cc1oc(C(C)(C)C)cc1C(=O)NC(Cc1ccccc1)C(=O)O (centres undefined)	-9%	1%	-11%	-6%[9.22 µM]	-3%	23%	-27%	9%
CCOc1ccc(-c2nnc(N)s2)cc1	0%	9%	i	14%	-4%	5%	5%	2%
CS(=O)(=O)Nc1cccc(NC(=O)c2cccc3c(-c4ccc(F)c(F)c4)coc23)c1	0%	-14%	?	10%	-10%	20µM*	-21%	10%
Cc1ccc(S(=O)(=O)Nc2ccc3[nH]c(=O)[nH]c3c2)c(C)c1	1%	-6%	-14%	25%[9.22 µM]	-1%	12%	-12%	8%
COc1cc(/C=N/NC(=O)COc2c(C)cc([N+](=O)[O-])cc2C)ccc1OC(=O)c1ccccc1Br	-3%	1%	i	13%	15%	nt	0%	11%
O=C(Nc1ccccc1)NC1CS(=O)(=O)CC1O (centres undefined)	-3%	2%	5%[57.5 µM]	3%	2%	32%	9%	-1%
CC(C)NC(=O)C1C(c2ccc(C(F)(F)F)cc2)=Nc2ccccc2N1C(=O)c1ccccc1 (centres undefined)	-1%	-9%	-4%	-16%	-6%	?	-15%	10%
COCCCNC(=O)c1ccccc1Oc1ccccc1	0%	3%	i	17%	4%	-16%	9%	1%

Part of the list above, with each value named:
> CCOc1ccc(-c2nnc(N)s2)cc1
  aSyn yeast inh: 0%; EPAC2 antagonist: 9%; PTHR1 ag: i; TDP-43 yeast inh: 14%; EPAC1 ag: -4%; FUS yeast rescue: 5%; EPAC1 antagonist: 5%; EPAC2 agonist: 2%
> COc1ccccc1NC(=O)C1CC(C)OC1=O (centres undefined)
  aSyn yeast inh: -2%; EPAC2 antagonist: -14%; PTHR1 ag: -3%; TDP-43 yeast inh: -8%; EPAC1 ag: 12%; FUS yeast rescue: 2%; EPAC1 antagonist: 5%; EPAC2 agonist: 11%
> CC(C)NC(=O)C1C(c2ccc(C(F)(F)F)cc2)=Nc2ccccc2N1C(=O)c1ccccc1 (centres undefined)
  aSyn yeast inh: -1%; EPAC2 antagonist: -9%; PTHR1 ag: -4%; TDP-43 yeast inh: -16%; EPAC1 ag: -6%; FUS yeast rescue: ?; EPAC1 antagonist: -15%; EPAC2 agonist: 10%
> CS(=O)(=O)Nc1cccc(NC(=O)c2cccc3c(-c4ccc(F)c(F)c4)coc23)c1
  aSyn yeast inh: 0%; EPAC2 antagonist: -14%; PTHR1 ag: ?; TDP-43 yeast inh: 10%; EPAC1 ag: -10%; FUS yeast rescue: 20µM*; EPAC1 antagonist: -21%; EPAC2 agonist: 10%

The results go on:
SMILES	aSyn yeast inh	EPAC2 antagonist	PTHR1 ag	TDP-43 yeast inh	EPAC1 ag	FUS yeast rescue	EPAC1 antagonist	EPAC2 agonist
O=C(COC(=O)C12CC3CC(CC(Cl)(C3)C1)C2)Nc1ccccc1	2%	-17%	-54%[inhibitor]	28%	5%	-4%	-14%	9%
O=C(CCOc1ccccc1)Nc1ccnn1C1CCN(Cc2ccc(F)cc2)CC1	1%	9%	-43%[inhibitor]	-5%	-6%	10%	11%	7%
OC(COc1cccc2ccccc12)CN1CCCC1 (centres undefined)	6%	6%	-3%[57.5 µM]	21%	-11%	31%	13%	3%
COCCNC(=O)c1cccc2c(-c3cnn(C)c3)coc12	-1%	15%	-30%[inhibitor]	18%	2%	-11%	4%	6%
Cc1nccn1CCC(=O)NC1CCCc2c1cnn2-c1ccc(C(C)(C)C)cc1 (centres undefined)	-1%	-1%	-69%[inhibitor]	-10%	-5%	-25%	7%	0%
CC1c2cccn2CCN1S(=O)(=O)c1ccccc1 (centres undefined)	7%	2%	i	26%	12%	7%	-1%	0%
N#CCCN(CCC#N)C(=O)COc1ccc(Cl)cc1Cl	0%	2%	i	0%	2%	12%	14%	-12%
CC(C)(C)c1ccc(-c2noc(CCC(=O)N3CCOCC3)n2)cc1	-1%	3%	-36%[inhibitor]	-6%	-6%	28%	-9%	-8%
N#CCSc1nc(Nc2ccc3c(c2)OCO3)c2ccccc2n1	0%	4%	-25%	-3%	21%	38%	-16%	17%
NNC(=S)NC1CCCCC1	-1%	11%	i	-8%	-4%	-12%	-13%	9%
Cn1c(C(=O)NCCCN2CCCCCC2)cc2c(=O)n(C)c3ccccc3c21	2%	4%	-8%	5%	-5%	16%	-4%	-9%
COC(=O)CC1COc2ccccc2N1S(=O)(=O)c1ccc(Br)cc1 (centres undefined)	?	?	-8%	6%	11%	16%	-17%	29%

Profiles, quoted from the list. Screens in order: aSyn yeast inh	EPAC2 antagonist	PTHR1 ag	TDP-43 yeast inh	EPAC1 ag	FUS yeast rescue	EPAC1 antagonist	EPAC2 agonist
CC(C)(C)c1ccc(-c2noc(CCC(=O)N3CCOCC3)n2)cc1 reads -1%	3%	-36%[inhibitor]	-6%	-6%	28%	-9%	-8%
COCCNC(=O)c1cccc2c(-c3cnn(C)c3)coc12 reads -1%	15%	-30%[inhibitor]	18%	2%	-11%	4%	6%
CC1c2cccn2CCN1S(=O)(=O)c1ccccc1 (centres undefined) reads 7%	2%	i	26%	12%	7%	-1%	0%
N#CCSc1nc(Nc2ccc3c(c2)OCO3)c2ccccc2n1 reads 0%	4%	-25%	-3%	21%	38%	-16%	17%

Only part of the results is shown; the hit share may differ from the screen's.
